Rad51 HR inh: human RAD51 strand exchange inhibitors, primary screen, biochemical, fluorescence. inhibition, % at 10 µM. DNA repair protein RAD51 homolog 1 (Homo sapiens), Q06609. hRad51 DNA strand exchange, fluorescence dequenching. actives 0.085% (n = 200,000). AID 1385, 2008;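 active = inhibition above 40% at the single screening dose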;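 also: 0% = DMSO control wells and 100% = blanks with heterologous ssDNA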
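Assay system: Human Rad51 nucleoprotein filaments preassembled on unlabelled ssDNA | Reagent: Donor/quencher-labelled 47-bp dsDNA substrate | Doses: One concentration, 10 µM final | Times: 37 °C 15-min filament assembly, 30-min compound preincubation, 15-min exchange | Technique: Fluorescein emission 520 nm, excitation 485 nm | Benchmarks: Plate control and blank wells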
hK5 inh: human KLK5 protease inhibitors, primary screen, biochemical, 1536-well. Kallikrein-5 (Homo sapiens), Q9Y337. recombinant hK5, fluorogenic AMC substrate cleavage. inhibition, % at 5 µM. actives 0.59% (n = 210,000);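 active = inhibition of 40% or more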;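 also: 0% = enzyme controls without compound and 100% = no-enzyme blanks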
eIF4E 4G PPI: eIF4E–eIF4G protein interaction inhibitors, primary screen, biochemical, uHTS, TR-FRET, eIF4GI fragment. Eukaryotic translation initiation factor 4E (Mus musculus) + Eukaryotic translation …. TR-FRET eIF4E-eIF4GI(517-606) binding, 2 h. inhibition, % at 21.7 µM. actives 0.37% (n = 220,000). AID 782, 2007;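 active = inhibition above about 30%, limit read from the data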;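 also: 0% = full FRET control wells and 100% = background wells lacking eIF4GI fragment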
p97 inhibitor: inhibitors of human p97 ATPase, primary screen, biochemical | inhibition, % at 8 µM | actives 0.42% (n = 220,000) | AID 1481, 2009 | recombinant p97 ATPase, Kinase-Glo ATP luminescence, 3 h | Transitional endoplasmic reticulum ATPase (Homo sapiens), P55072; in the data active = inhibition above about 15%;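 also: 0% = DMSO vehicle and 100% = wells lacking enzyme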
Target sequence (P55072 whole entry, looked up): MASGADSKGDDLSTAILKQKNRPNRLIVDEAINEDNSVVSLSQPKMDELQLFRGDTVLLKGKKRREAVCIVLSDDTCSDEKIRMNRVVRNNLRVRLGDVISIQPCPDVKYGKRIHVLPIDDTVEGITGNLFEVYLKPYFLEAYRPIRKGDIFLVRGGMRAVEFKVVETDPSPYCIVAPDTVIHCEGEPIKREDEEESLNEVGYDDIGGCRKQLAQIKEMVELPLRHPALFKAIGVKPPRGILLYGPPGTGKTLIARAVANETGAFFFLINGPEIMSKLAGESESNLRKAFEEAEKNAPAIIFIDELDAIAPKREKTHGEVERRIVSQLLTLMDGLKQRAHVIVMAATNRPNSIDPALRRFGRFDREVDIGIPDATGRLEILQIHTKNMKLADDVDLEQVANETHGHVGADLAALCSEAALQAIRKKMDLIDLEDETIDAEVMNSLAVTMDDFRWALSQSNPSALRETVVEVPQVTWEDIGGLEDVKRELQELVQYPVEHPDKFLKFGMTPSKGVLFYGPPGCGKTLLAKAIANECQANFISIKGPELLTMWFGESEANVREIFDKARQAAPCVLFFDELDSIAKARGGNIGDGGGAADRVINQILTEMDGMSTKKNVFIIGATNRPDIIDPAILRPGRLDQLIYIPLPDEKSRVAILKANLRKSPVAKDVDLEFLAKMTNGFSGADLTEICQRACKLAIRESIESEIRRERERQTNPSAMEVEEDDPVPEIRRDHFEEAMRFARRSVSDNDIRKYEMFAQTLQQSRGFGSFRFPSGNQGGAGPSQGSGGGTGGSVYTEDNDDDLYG
Wee1 degr inh: Wee1 degradation inhibitors, primary screen, cell-based, HeLa, Wee1K328M-luciferase, luminescence; Wee1-like protein kinase (Homo sapiens), P30291; HeLa Luc-Wee1K328M stability; 100% = proteasome inhibitor MG132 effect; reporter increase, % at 5 µM; actives 1.2% (n = 220,000);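 active = activation above the mean of all tested compounds plus 3 SD, set per screening run, cut at about 8.8% in these data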;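 also: cells exposed to compound for 20 h before luminescence read; 0% = DMSO alone and 100% = MG132 at 30 µM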
14-3-3 Bad PPI: inhibitors of 14-3-3 zeta/Bad binding, primary screen, biochemical, TR-FRET, bovine 14-3-3 zeta; 14-3-3 protein zeta/delta (Bos taurus), P63103; TR-FRET 14-3-3zeta/Dy647-pBad peptide displacement, 1 h; inhibition, % at 21.7 µM; actives 0.71% (n = 220,000);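 active = inhibition above about 70%, limit read from the data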;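 also: 0% = full 14-3-3 plus peptide FRET controls and 100% = background without 14-3-3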
MDM2 E3 inh: MDM2-luciferase reporter signal enhancers, primary screen, MDM2 E3 ligase inhibitor project, cell-based, luminescence, 1536-well; E3 ubiquitin-protein ligase Mdm2 (Homo sapiens), Q00987; cell-based MDM2 ubiquitination luciferase reporter, 2 h; 0 = plate control, 100 = twice control, blank-subtracted; signal enhancement, % at 5 µM; actives 0.11% (n = 210,000); AID 1230, 2008;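 active = signal enhancement of 30% or more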;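 also: luminescence tracks abundance of the self-degrading MDM2-luciferase fusion protein; higher signal means inhibition of MDM2 E3 ligase activity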
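Material: stable MDM2–luciferase fusion reporter cells / Quantity: 2000 cells/well / Dosing: single 5 µM compound dose, 0.2% final DMSO / Buffer or medium: DMEM / Schedule: 4 h cell settling then 2 h compound exposure, 37 °C / Detection: luminescence with SteadyLite reagent, 15 min at room temperature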
FXIIa inh: human FXIIa protease inhibitors, primary screen, biochemical, 1536-well; Coagulation factor XII (Homo sapiens), P00748; purified FXIIa, Boc-QGR-AMC fluorogenic substrate, 2 h; inhibition, % at 5 µM; actives 0.3% (n = 220,000); in the data active = inhibition above about 40%;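 also: 0% = enzyme with no compound and 100% = blank without enzyme; many of its hits are not listed in these tables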
FXIa inh: human FXIa protease inhibitors, primary screen, biochemical, 1536-well; AID 798, 2007; purified FXIa, Boc-Glu-Ala-Arg-AMC fluorogenic substrate; inhibition, % at 5 µM; actives 0.14% (n = 220,000); Coagulation factor XI (Homo sapiens), P03951;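 active = inhibition of at least 40%; inactive = inhibition below 40%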;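 also: fluorescence of freed AMC excited at 355 nm; 0% = enzyme without compound and 100% = no enzyme blank; many of its hits are not listed in these tables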
An asterisk follows results filed as active; i = inactive; . = no result given; [ ] = dose if it differs, or a comment.

compound	Rad51 HR inh	hK5 inh	eIF4E 4G PPI	p97 inhibitor	Wee1 degr inh	14-3-3 Bad PPI	MDM2 E3 inh	FXIIa inh	FXIa inh
Cc1cccc(OCC(=O)N2CCN(Cc3cccnc3)CC2)c1	-1	0	-2	5	5	58	19	3	-2
CC(=O)Nc1ccc(OC(=O)N(C)C)cc1	1	-6	-2	-4	-2	-4	-9	-17	-14
COc1cccc(-n2c(-c3ccoc3)nc3ccccc3c2=O)c1	-4	0	2	-7	-1	-8	-13	3	-7
Clc1ccc(Cn2ccnc2)cn1	.	.	2	4	3	1	-19	5	0
O[C@H]1C2CCC1C(N1CCCCC1)CC2 (stereo not given in full)	-8	5	0	7	-1	10[fluorescence artefact?]	6	3	0
CCN1CCN(Cc2cc(Br)cc(OC)c2O)CC1	5	24	.	2	-2	.	-12	2	-10
Nc1ccc(Br)cc1C(=O)c1ccccc1	1	-6	1	4	1	-2	-24	8	1
CCCN1CCC2(CC1)NC(CO)(CO)CO2	-3	-24	0	-4	0	-14	5	2	-5
C=C(C)CSc1nnc([C@@H](N)Cc2ccccc2)o1	14	-2	1	4	1	-3	-12	7	8
O=C(C[N+]12CCC(CC1)C(C(O)(c1ccccc1)c1ccccc1)C2)c1ccc(Br)cc1 (stereo not given)	8	0	-3	9	2	1	-11	0	-2
Cn1c(O)c(C2=NNC(c3ccc(Cl)cc3)C2)c(=O)n(C)c1=O (stereo not given)	6	-15	4	6	7	-10	-5	-2	-3
CCCCCCOc1ccc(CN2CCN(C)CC2)cc1	-5	-16	-8	-4	-3	61	-14	-1	-5
CCOc1ccc(-n2c(-c3cccs3)nc3ccccc3c2=O)cc1	9	4	2	2	-2	0	-1	6	0
CCCCCCCCN=Cc1c(O)[nH]c(=O)[nH]c1=O	-17	2	0	5	1	-1	0	1	3
CNC(=O)Oc1cccc(-c2cn3cc(OC(=O)NC)ccc3n2)c1	.	-18	-4	1	0	2	-14	-2	-8
Cn1c(O)c(/C=C2/C=CC=N2)c(=O)[nH]c1=O	15	-3	4	4	-2	-1	-11	6	-2
COCCNC(=O)c1c(N)n(Cc2ccco2)c2nc3ccccc3nc12	-38	-8	3	0	1	9	-18	-37	-5
COC(=O)C(O)(c1ccc(N(C)C)cc1)C(F)(F)F (stereo not given)	-10	0	0	3	-2	-5	-8	7	2
O=C(O)c1sc2cc(Cl)ccc2c1Cl	.	1	-3	10	-1	-5	0	8	1
COc1ccccc1N1C(=O)NC(=O)/C(=C/c2ccc3c(c2)Cc2ccccc2-3)C1=O	.	-9	8	2	5	28	0	12	10
O=[N+]([O-])c1cc(F)c(N2CCCCC2)cc1Br	.	2	-8	2	-2	11	.	6	2
CCC[N+]12CCC(CC1)C(C(O)(c1ccccc1)c1ccccc1)C2 (stereo not given)	15	4	0	4	4	0	-15	5	1
CCCCn1c(O)c(C=NC2CC3CCC2(C)C3(C)C)c(=O)[nH]c1=O (stereo not given)	-2	-8	3	0	2	-2	-1	14	3
Cn1c(O)c(/C=N/c2ncccn2)c(=O)n(C)c1=O	-1	-26	-4	5	4	-4[fluorescence artefact?]	-15	13	-13
COc1ccc(C2SCC(=O)Nc3c2c(C)nn3C2CCOC(C)(C)C2)cc1OC (stereo not given)	2	-2	-12	3	-2	0	-17	6	-2
CC(NC1=NCCS1)c1ccccc1 (stereo not given)	-2	-3	2	6	-2	-12	-4	2	-1
CCCCCCNC(=O)N[C@@H](Cc1ccc(O)cc1)C(=O)NCCC[C@H]1CN2C(=NC[C@H]2C)N1CC1CCC1	3	1	8	.	.	-6	23	8	0
CN1CCN(Cc2ccccc2C(F)(F)F)CC1	-4	-13	9	-3	4	70*	-12	9	1
NC(=O)CN1C2CCC1CC(NC(=O)C1CC1)C2 (stereo not given)	2	6	0	2	1	2	12	15	7
CCCn1c(C)cc(C=O)c1C	.	3	-4	7	-1	-12	-6	10	0
C=CCC1(CN2CCCC2=O)C(=O)NC(=O)NC1=O	-3	-9	-14	-3	0	-1	2	21	7
CCCNC1=C(C)C(=O)C2=C(C1=O)C(COC(N)=O)[C@]1(OC)C3NC3CN21 (stereo not given in full)	-7	3	0	3	-4	-4	0	6	3
O=C1NC(=O)C(=Cc2ccc(N3CCOCC3)o2)C(=O)N1	i	-5	2	1	3	-20	-11	4	-11
CCN1CC2C3CCC(C)(O3)C2C1 (stereo not given)	-28	-3	-1	9	0	-1	-12	7	8
Cc1cc(C)nc(NC2=NCCS2)n1	2	-9	4	3	1	1	13	19	1
O=c1[nH]c(=S)n(C2CC2)c(O)c1C=NCc1cccnc1	19	-5	1	3	0	5	-7	2	-5
O=[N+]([O-])c1ccc(N2CCCCC2)c2ncccc12	21	-2	7	6	-1	-20	-1	4	-1
COC(=O)C(O)(c1ccc(NC(=S)NC(=O)c2ccc(Cl)cc2Cl)cc1)C(F)(F)F (stereo not given)	-2	3	0	-4	-2	1	-11	5	-5
CCCCn1c(O)c(C(C)=NC(C)c2ccccc2)c(=O)[nH]c1=O (stereo not given)	-2	0	-3	-2	2	11	-9	11	5
CCC1(C(=O)c2ccccc2)C2c3ccccc3OC(=O)C21C(C)=O (stereo not given)	.	-5	1	-3	-1	-1	-5	1	-6
CC12CN3CCN(C1)CC(C)(C3)C2=NN	16	0	0	4	-2	-2	-13	3	-1
COC(=O)C1C2c3ccccc3OC1(C)N=c1s/c(=C/c3cn(C)nc3C)c(=O)n12 (stereo not given)	0	-13	0[fluorescence artefact?]	1	-3	15[fluorescence artefact?]	-15	21	23
Cc1ccc(NC(=O)c2snnc2C)cc1Cl	-1	-3	-4	5	3	-6	-9	0	2
c1ccc2c3c([nH]c2c1)CNCC3	-5	-4	0	0	0	-5	.	2	-3
O=C(Cc1ccccc1)N1CCN(Cc2cccnc2)CC1	-7	-19	-5	1	-1	58[fluorescence artefact?]	-14	0	-4
Cc1ccc(-n2nc(C)c(C3C(C#N)=C(N)Oc4c3c(=O)oc3ccccc43)c2Cl)cc1 (stereo not given)	.	-13	-1[fluorescence artefact?]	7	2	0	-4	8	0
COC(=O)CC1NC2CCCCC2NC1=O (stereo not given)	-5	0	0	3	1	-7[fluorescence artefact?]	14	10	-4
COc1cccc(C(=O)C2CCCN(Cc3ccc4nonc4c3)C2)c1 (stereo not given)	1	8	-1	2	-1	-13	15	8	1
O=[N+]([O-])c1ccc(NCCCN2CCOCC2)c2ncccc12	27	-8	2	3	2	-16	-20	1	-3
Cc1cc(C)c(NC2=NCCCS2)c(C)c1	-7	-16	1	1	-3	8	.	10	5
CN(C)C(=O)Oc1ccc(-c2cn3cc(Cl)ccc3n2)cc1	7	44*	-43	-32	2	28	-58	10	4
CCOC(=O)c1c(C)c(C(=O)N2CCC3(CC2)OCCO3)c(C)n1CC	-6	0	4	3	2	8	-18	-3	-7
O=C1CN(C(=O)COC(=O)Cc2ccccc2)c2ccccc2N1	19	-3	1	4	2	-21	3	6	-1
CC1SC2(CN3CCC2CC3)NC1=O (stereo not given)	6	-16	-2[fluorescence artefact?]	7	-2	-4[fluorescence artefact?]	-19	12	-1
CCCCCCOC(=O)c1ccccc1N	-3	3	2	4	1	-9[fluorescence artefact?]	-13	8	-2
C=CCN1C(=O)/C(=C/c2cc(C)n(-c3ccccn3)c2C)C(=O)NC1=S	-2	-20	0	10	0	-20[fluorescence artefact?]	-30	11	5

Exported with values under each structure: 5 of the compounds above
Below each compound – Rad51 HR inh | hK5 inh | eIF4E 4G PPI | p97 inhibitor | Wee1 degr inh | 14-3-3 Bad PPI | MDM2 E3 inh | FXIIa inh | FXIa inh
c1ccc2c3c([nH]c2c1)CNCC3
    -5 | -4 | 0 | 0 | 0 | -5 | . | 2 | -3
O=C(Cc1ccccc1)N1CCN(Cc2cccnc2)CC1
    -7 | -19 | -5 | 1 | -1 | 58[fluorescence artefact?] | -14 | 0 | -4
Cc1ccc(-n2nc(C)c(C3C(C#N)=C(N)Oc4c3c(=O)oc3ccccc43)c2Cl)cc1 (stereo not given)
    . | -13 | -1[fluorescence artefact?] | 7 | 2 | 0 | -4 | 8 | 0
COC(=O)CC1NC2CCCCC2NC1=O (stereo not given)
    -5 | 0 | 0 | 3 | 1 | -7[fluorescence artefact?] | 14 | 10 | -4
COc1cccc(C(=O)C2CCCN(Cc3ccc4nonc4c3)C2)c1 (stereo not given)
    1 | 8 | -1 | 2 | -1 | -13 | 15 | 8 | 1

A portion of the library; the hit share may differ from the screen's.
